Screens as filed in PubChem BioAssay.
uPA surface inh: blocks generation of uPA at the cell surface. 330,000 tested, 0.31% active. cell surface uPA generation assay, qHTS. AID 540303. Potency, µM (series often up to 38.3 µM), for inactives: at the top dose activity change, negative = inhibition, most hits filed as inhibitors; active means well fitted inhibition curve with a large enough effect; inconclusive means small, poorly fitted or top-dose-only effect; inactive means no such curve, though single readings can be large or run the other way; tested in mouse RAW 264.7 cells; further: potency means the concentration at half of the fitted maximal effect; on the % scale 0 is the no-effect control and ±100 the full control effect; nearly all actives have a fitted effect of over 55% in size
TCR activator: T cell receptor activation. primary human leukocytes, anti-CD3, IL-2 HTRF, 48 h. Potency, µM (series often up to 9.22 µM), inactives show at the top dose activation of IL-2 secretion, usual class: activators. 330,000 tested, under 10 active. AID 504894; further: % of control where 0% means no effect
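TCR engagement came from a-CD3 beads alone, with compounds added to primary human leukocytes for 48 hr. Secreted IL-2 bridged europium cryptate- and d2-labelled anti-IL-2 antibodies, giving FRET emission at 665nm after 320nm excitation.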
TSHR antag: human thyrotropin receptor antagonism | activity change, negative = inhibition, % at 11.5 µM | AID 504810 | TSHR-expressing cells, TSH-stimulated cAMP HTRF, 2 h; stronger effect = lower value | 330,000 tested, 0.2% active | P16473;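 active means activity change below a set negative limit, meaning inhibition stronger than a set level, cut at about -70% in these data; inconclusive means activity change between two set negative limits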; further: on the % scale 0 is the no-effect control and ±100 the full control effect
Target sequence (P16473 whole entry, looked up): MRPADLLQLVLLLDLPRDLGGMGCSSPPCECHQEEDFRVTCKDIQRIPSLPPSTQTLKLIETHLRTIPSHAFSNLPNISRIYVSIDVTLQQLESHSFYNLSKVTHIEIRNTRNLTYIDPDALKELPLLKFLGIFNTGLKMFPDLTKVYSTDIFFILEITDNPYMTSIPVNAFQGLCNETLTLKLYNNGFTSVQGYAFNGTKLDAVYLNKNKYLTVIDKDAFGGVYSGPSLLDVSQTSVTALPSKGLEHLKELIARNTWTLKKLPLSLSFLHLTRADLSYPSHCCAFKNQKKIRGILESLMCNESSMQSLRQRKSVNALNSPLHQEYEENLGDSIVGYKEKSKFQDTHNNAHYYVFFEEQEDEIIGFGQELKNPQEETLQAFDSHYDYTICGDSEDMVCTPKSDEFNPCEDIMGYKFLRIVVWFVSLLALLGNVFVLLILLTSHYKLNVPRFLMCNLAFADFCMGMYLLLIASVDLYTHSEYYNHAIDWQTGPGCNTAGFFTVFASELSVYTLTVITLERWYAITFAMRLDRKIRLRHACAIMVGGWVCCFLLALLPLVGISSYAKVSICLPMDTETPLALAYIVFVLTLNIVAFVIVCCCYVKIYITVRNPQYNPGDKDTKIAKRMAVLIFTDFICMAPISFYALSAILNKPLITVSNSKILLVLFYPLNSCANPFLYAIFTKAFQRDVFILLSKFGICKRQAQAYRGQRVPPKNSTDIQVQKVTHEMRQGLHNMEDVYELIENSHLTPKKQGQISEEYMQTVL
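Read-out is FRET at 665 nm (cryptate excitation 337 nm) from a cryptate-tagged anti-cAMP antibody, competed by cell cAMP against cAMP-d2. Compounds are tested on freshly harvested TSHR cells challenged with 4nM TSH (EC80) for 2 hours at 37 deg C.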
ELG1 DNA repair: ELG1-dependent DNA repair inhibition; HEK293T ELG1-luciferase reporter, luminescence, 16 h; DNA damage induced by 5-fluorouridine; Potency, µM (doses to about 46.1 µM), for the others: top-dose activity change, negative = inhibition, actives largely listed as inhibitors; 330,000 tested, 2.3% active; AID 504467; further: potency means the concentration at half of the fitted maximal effect; on the % scale 0 is the no-effect control and ±100 the full control effect; nearly all actives have a fitted effect of over 55% in size
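Luminescence from the luciferase reporter, measured 30 min after ONE-Glo reagent at room temperature, was the read-out. Beforehand, 2,000 cells per well were exposed for 16 hr at 37 °C to 5-fluorouridine together with compound or vehicle.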
B2AR arrestin: recruits beta-arrestin to the human beta2-adrenergic receptor | Potency, µM (series often up to 46.1 µM), inactives show at the highest dose activation, most hits filed as activators | P07550 | 330,000 tested, 0.02% active | beta-arrestin recruitment to beta2AR, cell-based reporter | AID 492947;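 further: potency means the concentration at half of the fitted maximal effect; 0% = DMSO controls and full agonism = EC100 isoproterenol or metaproterenol; nearly all actives have a fitted effect of over 65% in size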
Chronic BCR inh: inhibitors of chronic active B-cell receptor signaling | Potency, µM (highest dose often 46.1 µM), without a hit: at the highest dose ratio change, negative = lower green/red ratio, most hits filed as inhibitors | AID 493014 | 340,000 tested, 0.05% active | ABC-DLBCL IkBa-CBG/CBR reporter, luminescence ratio, 4 h; active means well fitted inhibition curve with a large enough effect in the signal ratio, with a control signal flat, not every such curve was filed as active; inconclusive means small, poorly fitted or top-dose-only effect, or effect the other way, or a change in a side signal; the % refers to the signal ratio;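 further: potency means the concentration at half of the fitted maximal effect; plate controls were basal doxycycline-induced cells for no effect and cells given 10 µM MG132 for full effect; MG132 reads +100%, hits lower the ratio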
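Concentration-response series (up to 46 uM) were applied to TMD8 dual-reporter cells for 4 h at 37C with doxycycline. Green/red ratio, after filter-overlap correction, defined %Activity; red signal alone was normalised to basal cells and zero luminescence.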
USP2a block: inhibitors of human ubiquitin-specific protease USP2a. 330,000 tested, 0.01% active. O75604. AID 463254. USP2 core, Ub-CHOP2 coupled fluorogenic reporter, 485/531. Potency, µM (doses to about 38.3 µM), without a hit: at the highest dose activity change, negative = inhibition, hits mostly inhibitors;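 further: potency means the concentration at half of the fitted maximal effect; plate controls were DMSO wells for no effect and full inhibition by NEM control for full effect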
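Cell-free coupled assay: 10nM USP2 core preincubated 30min RT with compound in Tris-HCl pH 8.0/CaCl2/CHAPS buffer, then 25nM Ub-CHOP2 and 25nM reporter substrate; fluorescence (Ex 485/Em 531) read after 60min RT, normalized to NEM inhibition, concentration-response curves fitted.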
Mito fusion yeast: mitochondrial division inhibition or fusion activation. S. cerevisiae fusion-defective mutant growth rescue, CellTiterGlo 48 h. Potency, µM (highest dose often 46.1 µM), for inactives: at the top dose growth rescue (activation), usual class: activators. 320,000 tested, 0.23% active;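 further: potency means the concentration at half of the fitted maximal effect; % of control where 0% means no effect; nearly all actives have a fitted effect of over 45% in size; temperature-sensitive fusion mutants such as fzo1-1 at 37 °C on non-fermentable ethanol glycerol medium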
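Read-out: ATP-based luminescence (CellTiterGlo, 10 min ambient) reporting growth of fusion-defective ts yeast after 48 hours at 37C on glycerol/ethanol YPEG medium in the presence of compound.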
PTAP TSG101 blk: blocks PTAP/TSG101 interaction to inhibit HIV-1 budding; AID 493005; 340,000 tested, under 10 active; Potency, µM (titrated, usually from 115 µM), for the others: at the highest dose activity change, negative = inhibition, most hits filed as inhibitors; Q99816; Fluorescence polarization, FITC-PTAP peptide / Tsg101 binding; active means well fitted inhibition curve with a large enough effect in the main read-out, with a control signal flat, not every such curve was filed as active; inconclusive means small, poorly fitted or top-dose-only effect, or effect the other way, or a change in a side signal; inactive means no such curve, though single readings can be large or run the other way; further: potency means the concentration at half of the fitted maximal effect; % of control where 0% means no effect
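Compounds were pin-transferred onto Tsg101 binding domain (10 uM final) in HEPES pH 7.5 buffer, then FITC-PTAP peptide was added at 50 nM final. After 20 min at RT, polarization reported peptide displacement across a qHTS concentration series.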
Tb PFK block: T. brucei PFK enzyme inhibition; O15648; T. brucei PFK, ADP-Glo luminescence; Potency, µM (titrated, usually from 57.5 µM), for the others: top-dose activity, negative = inhibition, hits mostly inhibitors; 330,000 tested, 0.17% active; AID 485367;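 further: potency means the concentration at half of the fitted maximal effect; 0% = uninhibited 1x PFK enzyme wells and -100% = no-enzyme wells; nearly all actives have a fitted effect of over 60% in size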
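In TEA buffer at pH 8.0 with 5 mM MgCl2, enzyme (1.25 nM) converted F6P (0.5 mM) and ATP (0.1 mM) for 45 min at room temperature. ADP product was read by luciferase luminescence.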
Eya2 phos inh: blocks the phosphatase activity of human Eya2; O00167; recombinant Eya2, OMFP fluorescence dephosphorylation (OMFP is methylfluorescein phosphate); 330,000 tested, 0.006% active; Potency, µM (top dose mostly 76.9 µM), without a hit: at the highest dose activity, negative = inhibition, most hits filed as inhibitors; further: potency means the concentration at half of the fitted maximal effect; on the % scale 0 is the no-effect control and ±100 the full control effect
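Eya2 protein (added as 0.2 uM solution) was preincubated with compound for 10 min at ambient temperature in 50 mM HEPES pH 7.5, 50 mM NaCl, 5 uM MgCl2, 0.05% BSA, 1 mM DTT. OMFP (added at 50 uM) then reacted 10 min; fluorescence read at 485/525 nm.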
* = called active by the depositor; ? = inconclusive; . = no result given; [ ] = dose if it differs, or a comment. Unless noted, the call rests on the fitted dose curve; in most records, active means well fitted curve in the direction sought with a large enough effect; inconclusive means small, poorly fitted or top-dose-only effect, or another doubt; inactive means no such curve, though single readings can be large; an effect the other way counts as inactive or inconclusive.

1) Cc1noc(C)c1CSCC(=O)Nc1cc(C(F)(F)F)ccc1N1CCCCC1
2) C/C(=N/NC(=O)c1ccc(Cn2cccn2)o1)c1cccc(NC(=O)c2ccncc2)c1
3) O=C(Nc1nnc(C2COc3ccccc3O2)o1)c1ccc(F)cc1 (configuration not stated)
4) CCC(C(=O)NC1CCCC1)N(C(=O)Cn1nnc(-c2ccc(C)o2)n1)c1cccc(O)c1 (configuration not stated)
5) Cc1ccc(NC(=O)CSc2n[nH]c(-c3ccncc3)n2)cc1
screen / no.	1	2	3	4	5
B2AR arrestin	-0.1%	-0.7%	0.3%	-1.1%	0.4%
uPA surface inh	11%	-22%	-9%	0%	1%
Mito fusion yeast	6%	-4%	?	-1%	5%
Tb PFK block	2%	1%	?	-8%	-1%
TCR activator	0%	1%	4%[46.1 µM]	-5%	3%
ELG1 DNA repair	?	?	-11%	?	-2%
Chronic BCR inh	5%	-11%	?	8%	-5%
Eya2 phos inh	-17%	-10%	-11%	2%	13%
PTAP TSG101 blk	2%	-8%	-3%	-1%	-1%
TSHR antag	-37	-3	-4	3	-2
USP2a block	-8%	0%	1%	0%	0%

6) O=[N+]([O-])c1ccc(N2CCCCC2)cc1N1CCOCC1
7) CC1Cc2ccccc2N1S(=O)(=O)c1cccc(C(=O)NNC(=O)c2ccccc2F)c1 (configuration not stated)
8) CCOc1ccc(N=C(NC#N)SC)cc1
9) CCOC(=O)C1CCN(S(=O)(=O)c2ccc(OC)c(Cl)c2)CC1
10) O=C(CC1CS(=O)(=O)CC1CC(=O)Nc1ccc2c(c1)OCCO2)Nc1ccc2c(c1)OCCO2 (configuration not stated)
screen / no.	6	7	8	9	10
B2AR arrestin	0.1%	0.3%	-0.2%	0.3%	0.0%
uPA surface inh	-6%	-26%	.	-2%	0%
Mito fusion yeast	2%	2%	-1%	-1%	5%
Tb PFK block	-2%	-6%	0%	-2%	-6%
TCR activator	2%	0%	.	4%	14%
ELG1 DNA repair	5%	18%	9%	-9%	?
Chronic BCR inh	3%	?	2%	-12%	-83%
Eya2 phos inh	7%	5%	2%	-1%	-3%
PTAP TSG101 blk	2%	-3%	-2%	0%	-3%
TSHR antag	-6	-23	-8	2	8
USP2a block	1%	0%	-1%	1%	-1%

11) N#Cc1c2ccc([N+](=O)[O-])cc2[n+]([O-])n1-c1ccccc1
12) O=C(/C=C/c1cccc(Cl)c1)NCCCN1CCOCC1
13) CCC(c1nnnn1C(C)(C)CC)N1CCN(c2ccccc2F)CC1 (configuration not stated)
14) CC(C(=O)NC1C=CS(=O)(=O)C1)N1C(=O)/C(=C/c2cccc(Cl)c2)SC1=S (configuration not stated)
15) CCOCc1cc(CN2CCCC(CNC(=O)c3ccco3)C2)ccc1OC (configuration not stated)
screen / no.	11	12	13	14	15
B2AR arrestin	0.0%	5.5%	-0.1%	0.2%	-0.9%
uPA surface inh	.	3%	5%	?	-2%
Mito fusion yeast	-25%	-2%	22%	?	-2%
Tb PFK block	-3%	-6%	8%	10%	3%
TCR activator	.	2%	-3%	-9%	-2%
ELG1 DNA repair	10µM*	-7%	-14%	-9%	11%
Chronic BCR inh	?	0%	1%	?	-2%
Eya2 phos inh	-25%	0%	-3%	5%	-4%
PTAP TSG101 blk	.	0%	0%	0%	-5%
TSHR antag	-14	1	-7	4	4
USP2a block	2%	0%	2%	2%	3%

Compound profiles, from the list above:
Record of CCOCc1cc(CN2CCCC(CNC(=O)c3ccco3)C2)ccc1OC (configuration not stated) = B2AR arrestin = -0.9%; uPA surface inh = -2%; Mito fusion yeast = -2%; Tb PFK block = 3%; TCR activator = -2%; ELG1 DNA repair = 11%; Chronic BCR inh = -2%; Eya2 phos inh = -4%; PTAP TSG101 blk = -5%; TSHR antag = 4; USP2a block = 3%
Record of O=C(/C=C/c1cccc(Cl)c1)NCCCN1CCOCC1 = B2AR arrestin = 5.5%; uPA surface inh = 3%; Mito fusion yeast = -2%; Tb PFK block = -6%; TCR activator = 2%; ELG1 DNA repair = -7%; Chronic BCR inh = 0%; Eya2 phos inh = 0%; PTAP TSG101 blk = 0%; TSHR antag = 1; USP2a block = 0%
Record of CCC(c1nnnn1C(C)(C)CC)N1CCN(c2ccccc2F)CC1 (configuration not stated) = B2AR arrestin = -0.1%; uPA surface inh = 5%; Mito fusion yeast = 22%; Tb PFK block = 8%; TCR activator = -3%; ELG1 DNA repair = -14%; Chronic BCR inh = 1%; Eya2 phos inh = -3%; PTAP TSG101 blk = 0%; TSHR antag = -7; USP2a block = 2%

Next records:
16) COc1cccc(NC(=O)CN(C)CC(=O)Nc2cccc(C(F)(F)F)c2)c1
17) COc1ccc(CNC(=O)CN(Cc2ccccc2)C(=O)CCC(=O)Nc2ccccn2)cc1
18) CCN(CC)CCC(c1ccc(N(C)C)cc1)c1c(OC)cc(OC)c2c(-c3ccccc3)cc(=O)oc12 (configuration not stated)
19) N#Cc1c(-c2ccccc2)cc(-c2ccc3c(c2)OCO3)[nH]c1=O
20) CN1CCC(N(C)C(=O)COc2ccc(S(=O)(=O)N3CCOCC3)cc2)CC1
screen / no.	16	17	18	19	20
B2AR arrestin	-0.1%	-1.0%	0.2%	-0.1%	0.1%
uPA surface inh	0%	6%	-25%	-3%	-4%
Mito fusion yeast	-2%	0%	7%	3%	0%
Tb PFK block	-3%	-1%	4%	5%	-1%
TCR activator	1%	5%	-2%	0%	-3%
ELG1 DNA repair	-11%	-14%	1%	-4%	-8%
Chronic BCR inh	?	0%	-9%	8%	4%
Eya2 phos inh	-22%	0%	-2%	0%	11%
PTAP TSG101 blk	-8%	-6%	-2%	0%	-4%
TSHR antag	-1	-14	-26	8	-6
USP2a block	2%	-2%	5%	3%	2%

21) COc1ccccc1NC(=O)c1ccc([N+](=O)[O-])cc1[N+](=O)[O-]
22) CCNC(=S)N/N=C(\C)c1cccc([N+](=O)[O-])c1
23) C/C(CC(=O)Nc1ccccn1)=N\NC(=O)C(=O)Nc1cccc(C)c1
24) O=C(CNC(=O)c1ccco1)NCC(c1ccco1)N1CCCCC1 (configuration not stated)
25) COc1ccc(NC(=O)C(=O)NCCN2CCN(C(=O)c3ccc(C(C)(C)C)cc3)CC2)cc1
26) CC(=O)Nc1nc(SCC(=O)Nc2nnc(C)s2)[nH]c(=O)c1NC(=O)c1cccs1
27) Cc1ccccc1S(=O)(=O)Cc1ccc(C(=O)NCCCN(C)Cc2ccccc2)o1
28) COc1ccc(OC)c(C(=O)CSc2nnc(-c3ccc(OC)c(OC)c3)o2)c1
screen / no.	21	22	23	24	25	26	27	28
B2AR arrestin	0.1%	-1.7%	-0.4%	-0.7%	0.1%	-0.1%	-0.1%	-0.2%
uPA surface inh	-7%	0%	11%	-22%	-2%	-3%	1%	.
Mito fusion yeast	-1%	-10%	1%	-2%	-4%	-2%	-4%	1%
Tb PFK block	-1%	0%	9%	-5%	0%	6%	-6%	-6%
TCR activator	0%	10%[46.1 µM]	3%	-6%	3%	-2%	3%	.
ELG1 DNA repair	?	10%	14%	7%	-12%	-17%	6%	5%
Chronic BCR inh	?	?	?	?	-11%	5%	-1%	-17%
Eya2 phos inh	9%	2%	1%	-7%	11%	2%	-13%	-2%
PTAP TSG101 blk	0%	-1%	-1%	-2%	1%	1%	-1%	.
TSHR antag	7	-5	20	1	-6	23	3	.
USP2a block	-2%	-1%	-1%	1%	-1%	4%	-2%	1%
